Assay outcomes as filed in PubChem.
GPR35 arrestin U2OS: inhibition of zaprinast-stimulated GPR35 beta-arrestin translocation – imaging, U2OS, beta-arrestin-GFP, zaprinast agonist, primary screen (AID 2058) | U2OS GPR35 beta-arrestin-GFP translocation imaging, zaprinast antagonism; higher % means a stronger effect | inhibition, % at 10 µM; hits with a dose series show IC50 in µM | 290,000 tested, 0.052% active;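 active means inhibition of at least 50% with at least 30 cells and total cytoplasm GFP at most 10,000,000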
GPR55 antagonists: GPR55 antagonists blocking LPI-driven arrestin recruitment, primary screen, imaging, U2OS, beta-arrestin-GFP, LPI agonist (AID 2013). inhibition, % at 10 µM; hits with a dose series show IC50 in µM. 290,000 tested, 0.13% active. U2OS GPR55 beta-arrestin-GFP translocation imaging, LPI antagonism; higher % means a stronger effect;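 active means spots per cell inhibited over 60%, with over 100 cells counted and total cytoplasm intensity under 500,000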;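 further: U2OS cells stably carrying GPR55 and arrestin-GFP stimulated by 5 µM LPI near EC80; imaged beta-arrestin-GFP aggregate spots per cell after agonist stimulation; plate controls were LPI-stimulated DMSO wells for no effect and DMSO wells without LPI for full effect; some results filed as inactive read as strong as hits; confirmed hits need IC50 under 10 µM and bright autofluorescent wells are also inconclusive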
NTR1 ag: NTR1-driven beta-arrestin-GFP spot formation – imaging, U2OS cells, high content, primary screen (AID 493036); agonist mode; activation, % at 20 µM; 330,000 tested, 0.17% active;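 active means activation at or above 40% of the spot to cytoplasm intensity ratio, with at least 20 cells analyzed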;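 further: 0% = DMSO without peptide and 100% = 100 nM NTR1 peptide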
Target sequence (P30989 whole entry, looked up): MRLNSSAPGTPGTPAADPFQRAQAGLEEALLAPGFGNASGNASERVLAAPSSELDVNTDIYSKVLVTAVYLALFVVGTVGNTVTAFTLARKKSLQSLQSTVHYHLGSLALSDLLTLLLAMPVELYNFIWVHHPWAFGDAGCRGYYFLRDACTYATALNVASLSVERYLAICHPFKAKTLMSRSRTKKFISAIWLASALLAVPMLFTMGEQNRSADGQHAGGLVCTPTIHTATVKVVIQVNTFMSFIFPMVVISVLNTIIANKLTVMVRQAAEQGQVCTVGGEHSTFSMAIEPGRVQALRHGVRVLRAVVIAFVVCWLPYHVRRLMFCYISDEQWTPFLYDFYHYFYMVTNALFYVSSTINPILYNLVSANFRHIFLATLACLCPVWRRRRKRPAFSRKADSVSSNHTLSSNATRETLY
Myeloid diff 2: myeloid differentiation induction; 360,000 tested, 1% active; ER-HoxA9 myeloid progenitors, lysozyme-GFP differentiation, flow cytometry; calls only at 10 µM;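 active means normalized GFP-positive differentiation at or above the plate's own cutoff, the solvent-only control mean plus 3 SD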;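 further: cells exposed to compound for four days before flow analysis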
LYP inhibition: PTPN22 lymphoid phosphatase activity blockers – biochemical, fluorescence intensity, uHTS (AID 1779). recombinant LYP phosphatase, fluorescence intensity; higher % means a stronger effect. one-dose inhibition, % at 11.5 µM; IC50 in µM for titrated hits. 290,000 tested, 0.054% active; in the data active means inhibition above about 50%;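 further: plate controls were vehicle with enzyme for no effect and no enzyme for full effect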
HIV peptide binding: inhibitors of HIV fusion peptide binding, primary screen, biochemical, uHTS, fluorescence dequenching (AID 1986). one-dose inhibition, % at 20 µM; IC50 in µM for titrated hits. 290,000 tested, 0.3% active. cell-free peptide binding, fluorescence dequenching, 30 min; higher % means a stronger effect; in the data active means inhibition mostly above about 52%, no sharp cut-off; inactive means mostly below about 76%; further: some results filed as inactive read as strong as hits
PhoP inhibition: inhibitors of PhoP regulon expression, primary screen, Salmonella Typhimurium, GFP reporter (AID 1863); S. Typhimurium PhoP-regulated promoter GFP reporter, 4 h; higher % means a stronger effect; one-dose inhibition, % at 50 µM; IC50 in µM for titrated hits; 300,000 tested, 0.16% active;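 active means inhibition over 29.93%, a cutoff 3 SD above the screen mean, later confirmed by dose response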;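 further: 0% = low Mg2+ inducing control and 100% = high Mg2+ repressing control; strong numbers were not always called active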
SIAH1 antagonists: Siah-1 peptide-binding antagonists, primary screen, biochemical, fluorescence polarization, rhodamine-plectin, uHTS (AID 1817); 290,000 tested, 0.02% active; Siah-1 / rhodamine-plectin peptide fluorescence polarization; higher % means a stronger effect; displacement, % at 20 µM, or IC50 in µM where a hit was titrated;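 active means displacement of at least 50% at 20 µM, with a fluorescence ratio check between 0.3 and a set limit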;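 further: plate controls were Siah plus tracer with DMSO for no effect and tracer alone without Siah for full effect; strong numbers were not always called active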
MgcRacGAP inhibition: MgcRacGAP GTPase-activating activity inhibitors, confirmation, biochemical, ADP Hunter fluorescence; AID 624330; MgcRacGAP-stimulated Rac1 GTP hydrolysis, ADP Hunter fluorescence; higher % means a stronger effect; GST-tagged Rac1 F28L mutant substrate; 340,000 tested, 0.6% active; inhibition, % at 30 µM, or IC50 in µM where a hit was titrated;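 active means first-screen hits whose inhibition reached a set limit at any dose in the follow-up dose series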;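 further: fluorescence reports GDP produced by GAP-driven GTP hydrolysis; strong numbers were not always called active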
NTR1 ag cell count 20 µM: second read-out of NTR1 ag, no call of its own (marks repeat the call); cell count; measured here: cell count, cytotoxicity flag
Myeloid diff 2 GFP+ MAC1+ %: second read-out of Myeloid diff 2, no call of its own (marks repeat the call); GFP+ MAC1+ double positive, %; measured here: differentiation confirmed by MAC1 staining
* marks the source's active call; other numbers are inactive results; i = inactive; x = no result given. Hits appear at their usual frequency. Share with any hit: about 2.4%.

SMILES | GPR35 arrestin U2OS | GPR55 antagonists | NTR1 ag | NTR1 ag cell count 20 µM | Myeloid diff 2 | Myeloid diff 2 GFP+ MAC1+ % | LYP inhibition | HIV peptide binding | PhoP inhibition | SIAH1 antagonists | MgcRacGAP inhibition
CCN(CC)S(=O)(=O)c1ccc(-c2nnc(SCC(=O)Nc3ccc(OC)cc3)o2)cc1 | -16% | 5% | 0.0 | 70 | i | 1.8 | -1% | 8.0% | -1% | -20% | -9%
CCOC(=O)C1(CCSC)NC(c2ccco2)C2C(=O)N(C)C(=O)C21 (centres undefined) | 1% | 9% | -1.3 | 87 | i | 0.5 | -6% | 2.4% | -5% | 2% | 1%
Cc1ccc(/C=C/c2ccc3cccc(O)c3n2)s1 | 2% | 2% | 2.2 | 46 | i | 1.0 | -3% | 1.2% | 8% | -6% | -5%
CN(C)S(=O)(=O)c1ccc(C(=O)N2CCN=C2SCc2cccnc2)cc1 | 5% | 1% | 1.6 | 71 | i | 0.4 | -10% | 0.7% | -5% | 0% | 7%
COc1ccc(-n2nnnc2SCC(=O)NC(=O)Nc2ccc3c(c2)OCCO3)cc1 | -4% | 17% | 0.0 | 46 | i | 1.0 | -2% | 0.0% | 5% | 2% | 16%
Cc1ccc(C)c(OC(C)C(=O)Nc2ccc(S(=O)(=O)Nc3nccs3)cc2)c1 (centres undefined) | 0% | -6% | -0.9 | 39 | i | 0.0 | -8% | 8.8% | 12% | -3% | -9%
CCC(=O)N1CCc2cc(S(=O)(=O)CCC(=O)NCCc3ccccc3)ccc21 | 6% | 11% | 4.9 | 87 | i | 1.0 | -6% | 0.7% | -8% | -2% | 4%
Cc1ccc2nc(-c3ccccn3)cc(C(=O)NC(C)C(C)(C)C)c2c1 (centres undefined) | 18% | 9% | 0.2 | 60 | i | 0.4 | 1% | 1.5% | -1% | 1% | 7%
Cc1cc(/C=C(/C#N)c2nc3ccccc3[nH]2)c(C)n1-c1ccccc1C(=O)O | 3% | 17% | -1.0 | 37 | i | 0.7 | -4% | 9.7% | -13% | -14% | 9%
O=c1/c(=C/c2ccc(O)c([N+](=O)[O-])c2)sc2nc3ccccc3n12 | -4% | -13% | x | x | i | 0.1 | 4% | 50%* | -5% | 25% | x
COC(=O)CSc1nc(NC(C)(C)C)nc(N(C)C)n1 | -15% | 2% | -0.8 | 52 | i | 0.2 | -3% | -1.4% | 1% | -2% | 6%
CC(=O)Nc1cc(NC(C)=O)cc(C(=O)OC(C)C(=O)Nc2ccc(S(=O)(=O)N3CCCC3)cc2)c1 (centres undefined) | x | x | 0.5 | 55 | i | 1.1 | x | x | 2% | x | 5%
CC1=CC(C)(C)N(C(=O)c2ccccc2)c2ccccc21 | 10% | 26% | 4.4 | 70 | i | 1.3 | -1% | 0.9% | -2% | 0% | 4%
CC(C)CCNC(=O)CN(C(=O)CCC(=O)Nc1ccccn1)c1ccc2c(c1)OCO2 | 5% | 0% | 0.6 | 55 | i | 1.9 | 1% | -2.7% | -2% | 2% | -8%
COc1ccc(CC(=O)OCC(=O)Nc2ccc3c(c2)OCCO3)cc1OC | -10% | 9% | -1.1 | 55 | i | 0.1 | -4% | 2.2% | -7% | 2% | 11%
CCN(CCn1cccn1)C(=O)CC1C(=O)NCCN1Cc1ccc(F)cc1 (centres undefined) | -5% | -17% | -0.3 | 57 | i | 0.4 | -1% | -0.3% | 6% | 3% | 8%
CC(=O)c1ccc(N(C(=O)CNC(=O)c2ccco2)C(C(=O)NC2CCCC2)c2cccnc2)cc1 (centres undefined) | 2% | 0% | -0.2 | 61 | i | 2.4 | -6% | 0.3% | -5% | 0% | 8%
CCCCN(C(=O)CCC(=O)Nc1cc(C)on1)C(C(=O)NC1CCCC1)c1cccc(OC)c1 (centres undefined) | 6% | -2% | 2.6 | 44 | i | 0.7 | -6% | 1.6% | -12% | 1% | 3%
CCCCn1c(=NC(=O)c2ccco2)c(C(=O)OCC)cc2c(=O)n3ccccc3nc21 | -4% | 15% | 4.6 | 62 | i | 1.9 | 4% | 0.5% | 0% | 3% | 11%
Cc1ccc(NCC(=O)Nc2cccc(F)c2)cc1S(=O)(=O)N1CCCCCC1 | 9% | 5% | 1.4 | 53 | i | 1.3 | -4% | 2.1% | 2% | 5% | 8%
CCCc1cc(=O)n2[nH]c(-c3ccc(OC)cc3)nc2n1 | 0% | 6% | -1.5 | 54 | i | 0.3 | -7% | 0.9% | -16% | 2% | 5%
Cc1cc(=O)oc(C)c1C(=O)OC(C(=O)c1ccccc1)c1ccccc1 (centres undefined) | 5% | 59% | 6.6 | 36 | i | 0.4 | 1% | 0.2% | 7% | -2% | -8%
C=CCn1c(SCn2nnc3ccccc3c2=O)nc2scc(-c3cccs3)c2c1=O | 15% | 1% | 0.2 | 50 | i | 13 | -1% | -2.2% | 0% | -2% | 2%
CC12CCC(C(=O)NCC3CCCO3)(OC1=O)C2(C)C (centres undefined) | 2% | 10% | -1.7 | 43 | i | 0.4 | -4% | -0.6% | 13% | -1% | -4%
C#CCOCCOCCOCCNc1nc(N2CCN(C(=O)[C@H](CCCCN)n3cc(C(N)CO)nn3)CC2)nc(N2CCN(C(=O)[C@H](CCC(=O)O)n3cc(C(N)[C@H](C)CC)nn3)CC2)n1 (some centres undefined) | 11% | 6% | -1.6 | 104 | x | x | -4% | 2.1% | -4% | 2% | x

Other structures:
SMILES | GPR35 arrestin U2OS | GPR55 antagonists | NTR1 ag | NTR1 ag cell count 20 µM | Myeloid diff 2 | Myeloid diff 2 GFP+ MAC1+ % | LYP inhibition | HIV peptide binding | PhoP inhibition | SIAH1 antagonists | MgcRacGAP inhibition
CC(C)N1CC2=C(C1=O)C(c1ccc(O)cc1)NC(=O)N2C (centres undefined) | -3% | 2% | -0.5 | 45 | i | 0.3 | -1% | 0.5% | -3% | 0% | 3%
Cc1cc(F)ccc1NC(=O)c1cc(S(=O)(=O)N2CCCC2)cn1C | 14% | 11% | -1.5 | 55 | i | 3.5 | -15% | -0.4% | x | -2% | 11%
CCCCC(C(=O)NC(C)(C)C)N(Cc1ccco1)C(=O)c1snc(C(N)=O)c1N (centres undefined) | -7% | 3% | 1.7 | 64 | i | 1.9 | -8% | 0.9% | 16% | -2% | 16%
Cc1ccc2c(c1)N(C(=O)CCC(=O)NCc1cccc(Cl)c1)CC(C)O2 (centres undefined) | 1% | 19% | 0.5 | 74 | i | 3.4 | -4% | -2.7% | x | -6% | -2%
O=C(Nc1nc2ccccc2s1)c1ccc2c(c1)OCO2 | -14% | -4% | 5.5 | 51 | i | 0.2 | -4% | 2.7% | -11% | 12% | 4%
CCOC(=O)N1CCC(NC(=O)C2CCN(c3ccc(N4CCOCC4)nn3)CC2)CC1 | 10% | 0% | -1.3 | 90 | i | 1.3 | 1% | 70% | 2% | 2% | 9%
S=c1[nH]nc(-c2ccc(Cl)cc2Cl)n1-c1ccc(Cl)cc1 | -2% | -7% | 1.2 | 48 | i | 0.8 | -2% | 0.0% | 8% | -5% | 4%
O=C(O)c1cc([N+](=O)[O-])ccc1N1CCCCC1 | 3% | -6% | -0.9 | 54 | i | 0.6 | -4% | -0.5% | -4% | -7% | 6%
O=C(COc1ccc(Br)cc1Cl)N1CCN(c2ccccn2)CC1 | 9% | 21% | -0.3 | 64 | i | 0.9 | -7% | 0.2% | -5% | 13% | 9%
COc1ccc(NC(=O)Nc2ccc(C)cc2Br)c(OC)c1 | -10% | 8% | -0.1 | 93 | i | 1.0 | -3% | -0.7% | -14% | 2% | 5%
O=C(NCCCN1CCOCC1)C(=O)NCC1OCCN1S(=O)(=O)c1ccc(F)cc1 (centres undefined) | 2% | 16% | -0.2 | 62 | i | 1.4 | -18% | -0.7% | 1% | -8% | 5%
Cc1ccc(N2CCCC2=O)cc1S(=O)(=O)N1CCOCC1 | -8% | 21% | 0.2 | 51 | i | 0.5 | -10% | -1.0% | -1% | 8% | 4%
Cc1ccc(NC(=S)NN(C)c2nc(C)cnc2C)cc1 | -7% | 2% | 2.1 | 56 | i | 0.6 | 0% | -0.5% | -4% | -3% | 10%
COc1cc(/C(C)=N/NC(=O)C(O)(c2ccccc2)c2ccccc2)ccc1O | -1% | 2% | -0.1 | 54 | i | 0.4 | -5% | -3.2% | -2% | 0% | 104µM*
OC1(c2ccc(OC(F)F)cc2)CSC(=Nc2cccnc2)N1Cc1ccco1 (centres undefined) | 12% | -6% | x | x | i | 0.4 | -1% | -0.4% | 3% | 5% | 11%
CC1CCCCN1S(=O)(=O)c1ccc2[nH]c(=O)cc(C(=O)NCCCN3CCCCCC3)c2c1 (centres undefined) | 6% | 0% | 0.3 | 50 | i | 0.3 | -10% | -1.2% | -4% | -5% | 10%
CCc1c(C)[nH]c(C(=O)OCc2ccccc2)c1C | 14% | 0% | x | x | x | x | 3% | 2.5% | x | 4% | -15%
Fc1ccccc1NC(=S)NNc1ncc(C(F)(F)F)cc1Cl | -6% | -10% | -0.3 | 52 | i | 0.3 | -2% | -1.8% | 29% | -4% | 7%
Cc1ccc2c(c1)sc(=NC(=O)c1cccs1)n2C | -13% | -9% | 0.2 | 39 | i | 0.8 | -1% | -0.2% | -4% | 22% | -38%
O=C(Cn1cnc2c(oc3ccccc32)c1=O)NCC1CCCO1 (centres undefined) | -13% | 6% | -1.5 | 75 | i | 1.6 | -12% | -2.3% | 1% | 0% | 8%
COc1ccc(NC(=O)/C=C/c2c(Cl)nc3ccccn23)cc1 | -15% | 5% | -0.1 | 104 | i | 0.0 | 2% | -3.7% | 2% | 0% | 12%
CCN(CC)S(=O)(=O)c1cccc(-c2nnc(SC(C)C(=O)NCCC3=CCCCC3)o2)c1 (centres undefined) | x | x | 6.8 | 83 | i | 0.2 | x | x | 9% | x | 12%
CC(C)(NC(=O)c1ccccc1)c1nc2ccccc2s1 | x | x | -0.4 | 59 | i | 4.9 | x | x | 14% | x | 7%
Cc1ccc(NC(=O)c2ccc(Cn3cc(Br)cn3)o2)cc1 | 3% | 1% | -1.1 | 88 | i | 1.7 | -6% | 1.2% | 6% | 0% | 10%
COc1ccc(C/C(N)=N/OC(C)=O)cc1OC | -5% | -2% | 1.3 | 49 | i | 0.3 | -7% | 2.2% | -8% | -2% | 7%
